High-throughput results (PubChem BioAssay)
Lipid storage S3 – qHTS Assay for Lipid Storage Modulators in Drosophila S3 Cells. Drosophila S3 cells, BODIPY lipid droplet fluorescence, 18-24 h; cells fed with added oleic acid. Potency in µM for hits, for the others lipid storage change, negative = inhibition, % at the top dose, mostly 46.1 µM. 320,000 compounds, 0.64% hits; active = well fitted inhibition curve with a large enough effect in the signal ratio, with a control signal flat, not every such curve was filed as active; inconclusive = small, poorly fitted or top-dose-only effect, or effect the other way, or a change in a side signal; the % refers to the signal ratio
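Laser-scanning cytometry quantifies lipid droplet accumulation (500–530 nm total intensity; droplet/cell object ratio) in oleic acid-fed (400 uM added) Drosophila S3 cells treated with a concentration series. 20 uM Triacsin C defined 100% inhibition.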
Lipid storage S3 cell count max – also measured in Lipid storage S3; calls as there; cell number change, %; measured here: cell count max response;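 cells counted by Cell Tracker Red CMTPX staining in the red channel; peak over a dose series mostly up to 46.1 µM; percent activity relative to internal control wells on each plate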
Active calls of the source: *; i = inactive; u = inconclusive; x = not tested or not shown. % is set by controls: 0 for no effect and ±100 for the full control effect; potency is the fitted concentration of half-maximal effect. An excerpt; the hit share may differ from the screen's.

Results follow in this order: Lipid storage S3 | Lipid storage S3 cell count max
(1) COc1ccc(C(CC(=O)O)NC(=O)OC(C)(C)C)cc1 (stereo not drawn)
    9% | 6
(2) Cc1ccc(NC(=O)c2cc(C)nn2-c2ccccc2)cc1
    -4% | -12
(3) CN(C)c1cc(-c2ccc(F)cc2)oc(=O)c1Cl
    9% | 13
(4) CCOc1cc(C2C3=C(CCCC3=O)Nc3nc(C(=O)OC)nn32)ccc1OC (stereo not drawn)
    3% | 8
(5) Cc1nn(C2CCS(=O)(=O)C2)c(Cl)c1/C=C/C(=O)OCC(=O)c1c[nH]c2ccccc12 (stereo not drawn)
    -5% | -21
(6) Cc1onc(-c2ccccc2Cl)c1C(=O)Nc1ccccc1C(=O)NC(C)C
    i | -12
(7) Cc1cccc(NS(=O)(=O)c2ccc(-c3cnc(C4CC4)o3)cc2)c1
    u | x
(8) COc1cccc(/C=C/c2onc(C)c2S(=O)(=O)N2CCC(C(=O)NC3CCCCCC3)CC2)c1
    9% | x
(9) Cc1ccc(S(=O)(=O)Cc2ccc([N+](=O)[O-])cc2)cc1
    -23% | -7
(10) CN(Cc1nccs1)C(=O)C1CCC(=O)N(CCc2cccc(F)c2)C1 (stereo not drawn)
    u | x
(11) O=C(Nc1ccccc1NC(=O)c1ccco1)c1ccccc1
    1.5µM* | -10*
(12) COc1ccc(NC2c3ccccc3C(=O)N2Cc2ccccc2Cl)cc1OC (stereo not drawn)
    2% | 5
(13) O=C(CCSCc1ccccc1F)NCc1cccs1
    0% | 1
(14) Cc1ccc(S(=O)(=O)Nc2ccc3c(c2)OCCO3)cc1
    u | x
(15) O=C1/C(=C/c2ccc3c(c2)OCO3)Oc2cc(OCC(=O)N3CCC[C@H]3C(=O)O)ccc21
    -10% | 0
(16) O=C(NC12CC3CC(CC(C3)C1)C2)c1cc([N+](=O)[O-])ccc1N1CCOCC1
    0% | -2
(17) O=C1CSC(=S)N1c1cccc(Cl)c1
    4% | 12
(18) CCCCN(C)C1=Nc2cccc3cccc1c23
    u | x
(19) Cc1ccc(OCC(O)CN2CCN(Cc3ccc4c(c3)OCO4)CC2)cc1C (stereo not drawn)
    u | x
(20) COc1ccccc1-c1cc(C(=O)NC2CCN(C)CC2)c2ccc(Cl)c(C)c2n1
    u | x
(21) COc1ccccc1C(CC(=O)Nc1ccc(C)c(C)c1)c1ccc(OC(C)C)cc1 (stereo not drawn)
    -1% | 12
(22) COc1ccccc1N1CCN(C2CCCN(C(=O)c3ccccn3)C2)CC1 (stereo not drawn)
    u | x
(23) Cc1nnc(Sc2cc(C(=O)NCc3ccco3)c3ccccc3n2)s1
    -1% | -16
(24) CC(=O)CN1C(=O)NC2(CCCc3ccccc32)C1=O (stereo not drawn)
    u | x
(25) CCOc1nc(SC(C(C)=O)C(=O)Nc2ccccc2)nc(N(C)C)n1 (stereo not drawn)
    4% | -9
(26) O=C1OC(c2ccccc2)=N/C1=C\C=C\c1ccco1
    u | x
(27) Cc1nc2ccc(NC(=O)COc3ccccc3C)cc2s1
    5% | 4
(28) CC(C)C[C@H](N)c1nnc(SCC(=O)Nc2ccc(Br)cc2)o1
    u | x
(29) O=C(CSc1nc(C2CC2)nc2ccccc12)N1c2ccccc2Sc2ccccc21
    i | x
(30) Cc1cc2ncn(C(=O)c3c(-c4c(Cl)cccc4Cl)noc3C)c2cc1C
    3% | -10

Values in list order from above:
Lipid storage S3, entries 24 to 28 → u, 4%, u, 5%, u

Remaining list, next part.
Results follow in this order: Lipid storage S3 | Lipid storage S3 cell count max
(31) COc1ccc(CCN/C=C2/CC(=O)NC2=O)cc1OC
    i | -4
(32) COC(=O)C1=CN(Cc2ccc(C)cc2)C=C(C(=O)OC)C1c1cc(OC)c(OC)c(OC)c1
    -6% | 2
(33) COc1ccc(NC(=O)CS(=O)CC(=O)Nc2ccc(NC(C)=O)cc2)cc1 (stereo not drawn)
    i | 11
(34) O=C(O)c1cn(-c2ccc(F)cc2)c(=O)c2ccccc12
    u | x
(35) Cc1ccc(C)c(NC(=O)Cc2csc(-c3ccccc3)n2)c1
    u | x
(36) O=C(CN1C(=O)c2ccccc2C1=O)NC1CCCCC1
    u | x
(37) Cc1ccccc1CNS(=O)(=O)c1csc(C(N)=O)c1
    i | -17
(38) COc1ccccc1C(=O)Nc1nc2ccc(S(C)(=O)=O)cc2s1
    4% | 4
(39) [O-]/[N+](=C/c1ccco1)c1ccccc1
    u | x
(40) CCN(CC(=O)NCc1ccncc1)S(=O)(=O)c1ccccc1
    i | 16
(41) COc1ccc(NCN2C(=O)C3C4C=CC(C4)C3C2=O)cc1 (stereo not drawn)
    u | x
(42) O=C(O)C1CCCN1C(=O)c1cccs1 (stereo not drawn)
    -1% | 6
(43) O=C(CN1CCC(n2nnc3cc(C(F)(F)F)ccc32)CC1)NNC(=O)c1ccco1
    13% | 14
(44) COc1ccc2cc3cc(C(=O)NCC4COc5ccccc5O4)oc3nc2c1 (stereo not drawn)
    u | x
(45) O=C(Nc1ccccc1)OCCNC(=O)c1cccc(Br)c1
    u | x
(46) O=C(O)CCCCCN=Cc1c(O)c2ccccc2oc1=O
    9% | 13
(47) COc1ccc(C(=O)OCC(=O)N2CCOCC2)cc1S(=O)(=O)N1CCOCC1
    u | x
(48) CCOc1ccc(NC(=O)COC(=O)CSCC(=O)Nc2ccc(C)cc2C)cc1
    u | x
(49) COc1ccc(-c2cc(C#N)nc(N3CCNCC3)n2)cc1
    u | x
(50) C=CC(COCc1ccccc1)N(Cc1ccccc1)S(=O)(=O)c1ccccc1Br (stereo not drawn)
    u | x
(51) COc1ccc2[nH]c(C(=O)O)c(NS(=O)(=O)c3ccc(OC)c(OC)c3)c2c1
    i | 16
(52) O=C(CCCCCNc1nc(=S)[nH]c2ccccc12)NCCc1ccc(Cl)cc1
    u | x
(53) Cc1cccc(N(C)C(=O)CCS(=O)(=O)c2cc3c(cc2Cl)NC(=O)CO3)c1
    1% | -7
(54) COc1ccc(NC(=O)CN(C)C(=O)c2ccc(NS(=O)(=O)c3ccc(C)c([N+](=O)[O-])c3)cc2)cc1
    15% | 6
(55) O=C(N/N=C/c1ccccc1Cl)c1cccc(F)c1
    14% | 0
(56) COc1cc(C(=O)NC2CCCNC2)cc(OC)c1OC (stereo not drawn)
    2% | -11
(57) CC1(C)CC(=O)C2=C(C1)Nc1ccccc1NC2c1ccc(F)c(F)c1 (stereo not drawn)
    u | x
(58) CCCOc1ccc(N2CC(C(=O)Nc3ncccc3C)CC2=O)cc1 (stereo not drawn)
    u | x
(59) COc1ccccc1CNC(=O)CSc1nc(=O)n(Cc2ccncc2)c2c1CCC2
    u | x
(60) CC(C)N(C(=O)CSc1nnc(NC2CC2)s1)c1ccccc1
    -22% | 13

61: COc1ccc(CC(=O)Nc2ccc(C(=O)O)cc2NC(=O)Cc2ccc(OC)cc2)cc1
62: COc1ccccc1CNC(=O)CC(C)C
63: COc1ccc(CCNC(=O)Cn2c(=O)n(CC3CCCO3)c(=O)c3cc(OC)c(OC)cc32)cc1OC (stereo not drawn)
64: Cc1ccc(C)n1-c1nnc(N2CCC(C(=O)NCCCN3CC(C)CC(C)C3)CC2)s1 (stereo not drawn)
65: Cc1ccc(NC(=O)C2CCCN(S(=O)(=O)c3c(C)noc3C)C2)cc1F (stereo not drawn)
66: O=C(CCCSc1nc2ccccc2s1)NCc1ccc2c(c1)OCO2

assay / compound	61	62	63	64	65	66
Lipid storage S3	u	-9%	24%	u	u	10%
Lipid storage S3 cell count max	x	-19	x	x	x	7

67: CC(C(=O)NC1C=CS(=O)(=O)C1)N1C(=O)/C(=C/c2ccc(Cl)cc2)SC1=S (stereo not drawn)
68: CCN1C(=O)c2cccc3c(NC(=O)c4ccc5c(c4)OCCO5)ccc1c23
69: COc1cc(/C=N/NC(=O)c2ccc(CSc3nncn3C)cc2)ccc1OCC(=O)N1CC(C)OC(C)C1 (stereo not drawn)
70: O=C(Nc1ccccc1C(F)(F)F)c1ccccn1
71: CC(C)(C)c1cc(OC(=O)c2ccncc2)ccc1O
72: O=C1/C(=C/c2cccs2)CCC1C1CCCC1 (stereo not drawn)

assay / compound	67	68	69	70	71	72
Lipid storage S3	u	u	u	-8%	0%	-2%
Lipid storage S3 cell count max	x	x	x	4	-10	-10

In another format: results already given
item | smiles | Lipid storage S3 | Lipid storage S3 cell count max
67 | CC(C(=O)NC1C=CS(=O)(=O)C1)N1C(=O)/C(=C/c2ccc(Cl)cc2)SC1=S (stereo not drawn) | u | x
68 | CCN1C(=O)c2cccc3c(NC(=O)c4ccc5c(c4)OCCO5)ccc1c23 | u | x
69 | COc1cc(/C=N/NC(=O)c2ccc(CSc3nncn3C)cc2)ccc1OCC(=O)N1CC(C)OC(C)C1 (stereo not drawn) | u | x
70 | O=C(Nc1ccccc1C(F)(F)F)c1ccccn1 | -8% | 4
71 | CC(C)(C)c1cc(OC(=O)c2ccncc2)ccc1O | 0% | -10
72 | O=C1/C(=C/c2cccs2)CCC1C1CCCC1 (stereo not drawn) | -2% | -10

(further entries)
73: Cc1ccc(S(=O)(=O)N2CCC(NC(=O)c3cccnc3)CC2)cc1Cl
74: O=C(c1ccccc1)N1CCN(S(=O)(=O)c2cccc(NS(=O)(=O)c3ccccc3)c2)CC1
75: CCc1ccc(-c2cc(C(=O)N/N=C/c3ccco3)[nH]n2)cc1
76: CCC(C)(C)C1CCc2c(sc(NC(=O)c3ccoc3C)c2C(N)=O)C1 (stereo not drawn)
77: CC1(C)CC2CC(C)(CN2S(=O)(=O)c2cccc(C(N)=O)c2)C1 (stereo not drawn)
78: Cc1ccc(CC(=O)OCCNC(=O)c2cccnc2)cc1

assay / compound	73	74	75	76	77	78
Lipid storage S3	u	2%	-7%	u	u	10%
Lipid storage S3 cell count max	x	x	2	x	x	-12

79: CC(C)c1cc(CNC(=O)CC2C(=O)NCCN2CC2CCCCC2)on1 (stereo not drawn)
80: COc1cc(NC(=O)N[C@H](C(=O)O)C(C)C)cc(OC)c1
81: CCOC(=O)CNS(=O)(=O)c1ccc(C(=O)O)cc1
82: Cc1cccnc1NC(=O)c1cccc(S(=O)(=O)N2CCCc3ccccc32)c1
83: CCOC(=O)N1CCC(N2Cc3cccc(C(=O)NCc4ccc(OC)cc4)c3C2=O)CC1
84: COc1ccc(C(=O)O/N=C(\N)c2ccccn2)cc1[N+](=O)[O-]

assay / compound	79	80	81	82	83	84
Lipid storage S3	6%	5.8µM*	-5%	u	u	u
Lipid storage S3 cell count max	9	-13*	0	x	x	x

Random excerpt: 4 compounds from above
80: COc1cc(NC(=O)N[C@H](C(=O)O)C(C)C)cc(OC)c1
84: COc1ccc(C(=O)O/N=C(\N)c2ccccn2)cc1[N+](=O)[O-]
82: Cc1cccnc1NC(=O)c1cccc(S(=O)(=O)N2CCCc3ccccc32)c1
79: CC(C)c1cc(CNC(=O)CC2C(=O)NCCN2CC2CCCCC2)on1 (stereo not drawn)

assay / compound	80	84	82	79
Lipid storage S3	5.8µM*	u	u	6%
Lipid storage S3 cell count max	-13*	x	x	9

(cont.)
85: CCOC(=O)C(=O)Nc1ccccc1C(N)=O
86: Cn1c(CN2CCCCC2)nc2cc(NC(=O)c3cccc(Br)c3)ccc21
87: Cc1cc(NS(=O)(=O)c2ccc(NC(=S)NC(=O)c3ccc(F)cc3Cl)cc2)no1
88: Cc1cccc(N(CC(=O)Nc2ccc(CC#N)cc2)S(C)(=O)=O)c1
89: CC(C)(C)c1ccc(NC(=O)C2=CN3CCS(=O)(=O)N=C3C=C2)cc1
90: Cn1nnc(NC(=O)c2ccc([N+](=O)[O-])cc2Cl)n1

assay / compound	85	86	87	88	89	90
Lipid storage S3	u	u	u	u	u	u
Lipid storage S3 cell count max	x	x	x	x	x	x

91: CC(=O)Oc1ccc2nc(-c3ccco3)oc(=O)c2c1
92: Cc1nccn1CCCN1C(=O)OC2(CCCCC2)C1(C)O (stereo not drawn)
93: c1ccc(-c2nnc(CSc3nncs3)o2)cc1
94: O=C(NCc1nc2ccccc2[nH]1)C1=C[C@H](c2ccc(C(F)(F)F)cc2)C[C@H](OCc2ccc(CO)cc2)O1
95: CCOc1cc(C(=O)OCC(=O)NC(C)c2ccccc2)ccc1OCC(=O)N1CCOCC1 (stereo not drawn)
96: Cc1ccc(C23CC4CC(CC(C(=O)N(C)C)(C4)C2)C3)cc1
97: O=C(c1ccccc1)N(CCO)Cc1cc2cc3c(cc2[nH]c1=O)OCCO3
98: CC1CCCC(NC(=O)CN2CCN(Cc3ccc(Cl)cc3)C2=O)C1C (stereo not drawn)

assay / compound	91	92	93	94	95	96	97	98
Lipid storage S3	i	6%	u	-27%	-10%	u	u	u
Lipid storage S3 cell count max	7	14	x	-22	-10	x	x	x
